rat mGlu8 modulation – rat mGlu8 modulation via Gqi9 calcium signal, confirmation, counter-screen for GIRK activator project, cell-based, HEK293 rmGlu8, Gqi9 chimera; calls only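 (single compound addition from 20 µM solution with 0.2% DMSO)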; 2,100 compounds, 4% hits; HEK293 rmGlu8/Gqi9 calcium flux, Fluo-4 fluorescence; glutamate at EC20 added after compound;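 active = calcium fluorescence trace judged by eye to show a response, as agonist, enhancer of the glutamate response, or inhibitor; inactive = trace judged by eye to show no response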
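Material: rat mGlu8 HEK-293 cells with transient Gqi9; medium: HEPES-buffered HBSS, pH 7.4; reagent: EC20 glutamate; dosing: one dose, 20 µM addition solution, 0.2% DMSO; incubation: compound 4 min before glutamate, then 2 min recording; measured by: Fluo-4 calcium fluorescence, 1 Hz; evaluation: F/F0 fluorescence traces judged visually for each well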
Calls only; i = inactive; + = active, no number. These rows are one share of the data; count on the stated rates, not on these rows.

SMILES	rat mGlu8 modulation
Oc1[nH]c2ccccc2c1N=NC(=S)NCCc1ccccc1	i
Cc1ccc2oc(=O)c3cnn(CC(=O)N4CCc5ccccc5C4)c3c2c1	i
COc1ccc(C2=Nn3c(nnc3C3CCCCC3)SC2)cc1OC	+
CN=c1scc(-c2cccs2)n1/N=C/c1ccc(O)c(O)c1O	i
CCOC(=O)N1CCN(C(=O)CSc2nc3c(c(=O)n2-c2ccccc2OC)SCC3)CC1	i
O=C(Nc1cccc(Cl)c1)Nc1nccs1	i
CCOC(=O)CSc1cccc2cccnc12	i
COc1ccc(Nc2nc(-c3cccc([N+](=O)[O-])c3)nc3ccccc23)cc1	i
Cc1cccc(C)c1NC(=O)C(NC(=O)c1ccccn1)c1ccc([N+](=O)[O-])cc1 (stereo not given)	i
CCCN(CC1CC1)C(=S)Nc1ccc(Oc2ccccc2)cc1	i
COCCN=c1scc(-c2cccs2)n1/N=C/c1ccc(O)c(O)c1O	i
COc1ccc(C(=O)Nc2ccccc2)cc1S(=O)(=O)Nc1cc(C)on1	i
CN(C)c1nc2ccccc2c(N)c1-c1ccccc1	i
Cc1cc(NC(=O)CSc2nc3ccccc3c(=O)n2Cc2ccccc2)no1	i
Clc1cccc(-c2ccc(/C=N/n3cnnc3)o2)c1Cl	i
Cc1cc(/C=c2/sc3nc4ccccc4n3c2=O)c(C)n1-c1ccccn1	i
O=P(CCCCCCCCCP(=O)(c1ccccc1)c1ccccc1)(c1ccccc1)c1ccccc1	i
CCN(CC)CCn1c(NC(=O)c2ccc(Cl)cc2)nc2ccccc21	i
Oc1ccc2ccc3cccc[n+]3c2c1	i
COC(=O)[C@H](Cc1ccccc1)NC(=O)NCCC1=CCCCC1	i
COc1cc(NC(=O)CCn2c(=O)[nH]c3ccsc3c2=O)cc(OC)c1	i
Cc1ccc(-n2[nH]c(C)c(/C=N/c3ccccn3)c2=O)cc1	i
CC1=C(C)C(c2ccccc2)NC(=S)N1 (stereo not given)	i
CCOc1ccc(N2C(=O)CC(SC(=NC)Nc3ccc(F)cc3)C2=O)cc1 (stereo not given)	i
O=C(OCCN1C(=O)c2cccc3c(N4CCOCC4)ccc(c23)C1=O)c1cccc(Cl)c1	i

Pulled by structure from the list above, 2 records:
SMILES	rat mGlu8 modulation
COc1ccc(Nc2nc(-c3cccc([N+](=O)[O-])c3)nc3ccccc23)cc1	i
Cc1ccc(-n2[nH]c(C)c(/C=N/c3ccccn3)c2=O)cc1	i

Further compounds.
SMILES	rat mGlu8 modulation
COc1ccc(-c2nnc(CSc3nc4ccccc4c(=O)n3C)o2)cc1OC	+
C=CCOc1cccc(C2/C(=C(/O)c3ccc(C)cc3)C(=O)C(=O)N2CCN2CCOCC2)c1 (stereo not given)	i
COc1ccc(-c2nc(C#N)c(NCCCN(C)C)o2)cc1OC	i
COc1ccc(C)cc1NC(=O)NCCC1=CCCCC1	i
CC1(C)CC(=O)C2=C(C1)OC(/N=C/N1CCOCC1)=C(C#N)C2c1ccccc1 (stereo not given)	i
Cc1oc(-c2ccccc2)nc1CS(=O)CC(=O)O (stereo not given)	i
Fc1ccccc1/C=N/NC(=S)Nc1ccc(Cl)cc1Cl	i
Cc1ccccc1-n1c(SCc2ccccn2)nc2n[nH]c(C)c2c1=N	+
COC(=O)c1ccccc1NC(=S)NC(=O)COc1ccc(C)cc1	i
CC(Oc1ccc(Cl)cc1)C(=O)NNC(=S)NC(=O)c1ccco1 (stereo not given)	+
Cc1cc(C)c2nc(NC(=O)c3cc(C)on3)sc2c1	i
CCOc1ccc(-c2nnc(NC(=O)c3ccc(OCC(C)C)c(OC)c3)o2)cc1	i
O=C(/C=C/c1ccccc1)NC(NC(=S)Nc1cccc(O)c1)C(Cl)(Cl)Cl (stereo not given)	i
Cn1c(C(=O)OC(C(=O)NC2CCCCC2)c2ccncc2)cc2sccc21 (stereo not given)	i
CN(C)S(=O)(=O)c1cccc(NC(=O)Cc2ccc(Cl)cc2)c1	i
COc1ccc(C(=O)N/N=C/c2ccc3cccc(OCc4ccccc4)c3n2)cc1	i
CCOC(=O)C1(C(C)(C)CC)CC(CSc2nc3ccccc3[nH]2)OC1=O (stereo not given)	i
CCN(CC)C(=O)CSc1ncnc2sc(-c3ccccc3)cc12	i
O=C(NC(=Nc1ccccc1)N1CCOCC1)Nc1ccccc1	i
CN=C1c2c(-c3ccccc3)c3cc(OC)ccc3n2CCN1C	i
CC(C)Sc1nc2c(c(=O)[nH]1)C(c1cccs1)C1=C(CC(C)(C)CC1=O)N2 (stereo not given)	i
C=CCn1c(-c2cccs2)nc2ccccc21	i
COc1ccc(OC)c(C(=O)c2coc3ccc(O)c(CN4CCOCC4)c23)c1	i
CN1C(=O)NC(c2ccccc2)C2=C1CN(Cc1ccccc1)C2=O (stereo not given)	i
Cc1ccc2cccc(NC(=S)NC(=O)c3ccn(C)n3)c2n1	i

New compounds follow.
SMILES	rat mGlu8 modulation
O=c1c2cccnc2[nH]c(=S)n1Cc1ccccc1	i
CC(=O)Nc1ccc(S(=O)(=O)NC(C(=O)O)C2=CCC=CC2)cc1 (stereo not given)	i
Cc1c(C(=O)N2CCc3ccccc32)oc2c1C(=O)CC(C)(C)C2	i
CC1CCCCC1n1c(=S)[nH]c2ccccc2c1=O (stereo not given)	i
COc1ccc(-c2nnc(Nc3nc4c(OC)cccc4s3)o2)cc1	i
Cc1ccc(OCC(=O)N/N=C/c2cccn2C)cc1	i
C=CCN(CC=C)C(=S)NC(=O)c1ccc(OC)c(Br)c1	i
CCN(c1ccc2c(c1)OCO2)S(=O)(=O)c1cc(Br)cc2c1N(C(=O)C1CC1)CC2	i
CCN(CC)C(=O)CN(c1ccc2c(c1)OCO2)S(C)(=O)=O	i
CCCOc1cccc(OCCSc2nc(C)cc(=O)[nH]2)c1	i
C/C(=N\O)C(C)NC(=O)c1ccccc1 (stereo not given)	i
CCCc1nc2scc(-c3ccccc3)c2c(=O)n1N	i
CN(C(=S)NC(=O)c1ccccc1Br)C1CCCCC1	i
Cc1ccc(-c2[nH]n3c(=O)c4c(nc3c2C)CCCC4)cc1	i
Cc1nn(-c2ccccc2)c(OC(=O)c2cccs2)c1S(=O)(=O)c1ccccc1	i
O=C(c1ccccc1Oc1ccccc1)N1CCN(c2ccccc2)CC1	i
Clc1cccc(CSc2nc3ccncc3[nH]2)c1	i
CC(C)OC(=O)CC12CN3CN(C1)CC(CC(=O)OC(C)C)(C3)C2=O	i
CC(C)n1c(NCc2c[nH]c3ccccc23)nc2ccccc21	i
CCCOc1nc2c(c(=O)n(C)c(=O)n2C)n1Cc1cccc2ccccc12	i
CCCn1c(=O)c2ccccc2n2c(SCC(=O)N3CCc4ccccc4C3)nnc12	i
CCCCCCc1cc2cc(-c3nnc(-c4cc(OC)c(OC)c(OC)c4)o3)c(=O)oc2cc1O	i
CCOC(=O)c1cc(-c2ccc(Cl)cc2)nc2c1c(C)nn2CCC#N	i
COc1ccccc1NC(=S)NCCc1ccc(Cl)cc1	i
COc1ccc(/C=C2\SC(=O)NC2=S)cc1OC	+

Quoted from above, three compounds:
SMILES	rat mGlu8 modulation
O=c1c2cccnc2[nH]c(=S)n1Cc1ccccc1	i
CC(=O)Nc1ccc(S(=O)(=O)NC(C(=O)O)C2=CCC=CC2)cc1 (stereo not given)	i
Cc1c(C(=O)N2CCc3ccccc32)oc2c1C(=O)CC(C)(C)C2	i

More structures follow:
SMILES	rat mGlu8 modulation
Cc1ccc(NC(=O)Cc2c(Cl)cccc2Cl)cc1S(=O)(=O)N(C)C	i
CC(=O)c1c(C(C)=O)c(C)n(-c2nc(-c3cccs3)c(C)s2)c1C	i
CCOC(=O)C1=C(NC(=S)NC(=O)c2ccccc2)c2ccccc2CC1C(C)C (stereo not given)	i
Cc1cccc(NC(=S)NNC(=O)c2csc(C(C)C)c2)c1	i
COc1ccc2nc3oc(C(=O)Nc4ccc(OC)c(OC)c4)cc3cc2c1	i
O=C(NC(=S)N1CCN(c2ccc([N+](=O)[O-])cc2)CC1)c1ccc(F)cc1	i
CCOC(=O)Cc1csc(NC(=S)NC(=O)c2ccc(C)cc2)n1	i
COc1cc(OC)c(-c2c3cc(O)c(=O)cc-3oc3cc(O)c(O)cc23)cc1OC	i
O=C(CSc1nc2ccccc2n1CCc1ccccc1)N1CCOCC1	i
Cc1ccc(NC(=S)NCc2ccccc2)cc1[N+](=O)[O-]	i
CC(NC(=O)c1ccccc1NC(=O)CSc1nnnn1C)c1ccccc1 (stereo not given)	i
CCCCNC(=S)N/N=C1\C(=O)c2cccc3cccc1c23	i
CCCCn1c(-c2csc(C(C)C)c2)n[nH]c1=S	i
COc1ccccc1OCC(=O)Nc1sc2c(c1C(=O)NCC1CCCO1)CCC2 (stereo not given)	i
Cc1ccc(NC(=O)COC(=O)CCC(=O)c2ccc(Cl)cc2)cc1S(=O)(=O)N(C)C	i
COc1ccc(Nc2nnc(Cc3ccccc3)c(=O)[nH]2)c(OC)c1	i
O=C(Nc1nnc(-c2ccc3c(c2)CCCC3)o1)c1ccccc1	i
COc1ccc(NC(=S)NC(NC(=O)/C=C/c2ccccc2)C(Cl)(Cl)Cl)cc1 (stereo not given)	i
O=C(CCCc1nc(-c2ccc(Cl)cc2)no1)Nc1cccnc1	i
COc1ccc(-c2nnc3sc(C4CCCCC4)nn23)cc1OC	+
CC(C)n1c(-c2ccc(C(C)(C)C)cc2)n[nH]c1=S	i
CCCCn1c(O)c(N=Nc2ccccn2)c2ccccc21	i
CCc1ccc(C2=NN(c3ccc(S(N)(=O)=O)cc3)C(c3ccc(F)cc3)C2)cc1 (stereo not given)	i
Cc1cccc(NC(=S)NNC(=O)c2csc3c2CCC(C)C3)c1 (stereo not given)	i
CC(Oc1ccc(Cl)cc1Cl)C(=O)NC(=S)N1CCc2ccccc21 (stereo not given)	i

New compounds follow.
SMILES	rat mGlu8 modulation
CCN(CC)c1ccc2cc(-c3nnc(-c4ccccc4)o3)c(=O)oc2c1	i
Cc1ccc(C)n1-c1ccc(C(=O)NN)cc1	i
C=C(C)CNC(=S)Nc1nc2c(cc1C(=O)OCC)CCCC2	i
CCOC(=O)Cc1csc(NC(=S)NC(=O)c2ccccc2C)n1	i
CCc1cccc(NC(=O)NC2CCCCC2)c1	i
C/C(=N\NC(=O)c1csc(C)c1C)c1ccc(Cl)s1	i
COc1ccc(CCNC(=O)CSc2nnc(-c3ccc(F)cc3)c3ccccc23)cc1OC	i
CSC1=N/C(=C\c2ccc(Br)o2)C(=O)S1	i
Cc1[nH]n(-c2ccccc2)c(=O)c1/C=N/c1ccccn1	i
COc1ccc(C(=O)NNC(=S)NC(=O)c2ccco2)cc1	i
N=c1c(C(=O)NCc2ccco2)cc2c(=O)n3ccccc3nc2n1CCc1ccccc1	i
Cc1cccc(S(=O)(=O)Nc2cccc3c2C(=O)c2ccccc2-3)c1	i
CN=C1SC(C(=O)O)CC(=O)N1C (stereo not given)	i
CC(C)C(=O)OCC(=O)Nc1ccc(N=Nc2ccccc2)cc1	i
CCc1cc(C(N)=O)c(NC(=O)c2ccc(OC)cc2)s1	i
CC(C)CCn1c(SCC#N)nc2c(sc3ccccc32)c1=O	i
CCOC(=O)C1=C(C)NC2=C(C(=O)CC(c3ccc(OC)c(OC)c3)C2)C1c1ccc(C)o1 (stereo not given)	i
O=c1[nH]c2ccccc2n1CCC1CCCCC1	i
CCCCN(CCCC)S(=O)(=O)c1ccc(NC(=O)c2ccc([N+](=O)[O-])cc2Cl)cc1	i
O=C(COc1ccc(Cl)cc1Cl)NC(=S)N1CCCc2ccccc21	i
O=C(Nc1cccc(-c2nnc(-c3ccccc3)o2)c1)C1CCCO1 (stereo not given)	i
O=S(=O)(c1ccc(Cl)c(F)c1)N1CCC(c2nc(-c3ccncc3)no2)CC1	i
CCC(C)NC(=O)c1ccccc1NC(=O)Nc1ccccc1 (stereo not given)	i
CCOc1ccccc1N1CCN(C(=S)NC(=O)C23CC4CC(CC(C4)C2)C3)CC1	i
Cc1ccccc1NC(=S)NC(=O)c1cc(-c2ccccc2)nc2ccccc12	i

An excerpt from above in order of count of non-hydrogen atoms, largest number first:
SMILES	rat mGlu8 modulation
CC(C)C(=O)OCC(=O)Nc1ccc(N=Nc2ccccc2)cc1	i
COc1ccc(C(=O)NNC(=S)NC(=O)c2ccco2)cc1	i
C/C(=N\NC(=O)c1csc(C)c1C)c1ccc(Cl)s1	i

(more compounds)
SMILES	rat mGlu8 modulation
COc1ccc(OCC(=O)NC(=S)Nc2ccc(N3CCOCC3)c(Cl)c2)cc1	i
FC(F)(F)c1cnc(NNC(=S)Nc2ccc(Cl)cc2)c(Cl)c1	i
Fc1cccc2sc(Nc3nc4ccccc4s3)nc12	i
O=C(CCS(=O)NCc1ccccc1)NCc1ccccc1 (stereo not given)	i
Fc1ccccc1NC(=S)N/N=C/c1ccccc1Br	i
COc1ccc(/C=C/C(=O)c2cc(Br)ccc(=O)c2O)cc1	i
CCC1CCCCN1C(=O)CSc1nnc(-c2ccco2)o1 (stereo not given)	i
CCNS(=O)(=O)c1cc(S(C)(=O)=O)ccc1Cl	i
CCn1nc(C(=O)OCC(=O)c2c[nH]c3ccccc23)c2ccccc2c1=O	i
O=C(Nc1ccc(SC(F)F)cc1)C12CCC(CC1)C2	i
Cc1nc(NCCc2ccc(S(N)(=O)=O)cc2)c2c(C)c(C)sc2n1	i
COc1ccc(-c2nn(-c3ccccc3)cc2/C=N/n2cnnc2)cc1OC	i
CCCCCC/C(C)=C1/SC(=S)NC1=O	i

In a second layout: results already given.
| SMILES | rat mGlu8 modulation |
| --- | --- |
| COc1ccccc1OCC(=O)Nc1sc2c(c1C(=O)NCC1CCCO1)CCC2 (stereo not given) | i |
| Cc1ccc(NC(=O)COC(=O)CCC(=O)c2ccc(Cl)cc2)cc1S(=O)(=O)N(C)C | i |
| COc1ccc(Nc2nnc(Cc3ccccc3)c(=O)[nH]2)c(OC)c1 | i |
| O=C(Nc1nnc(-c2ccc3c(c2)CCCC3)o1)c1ccccc1 | i |
